Compound activity (PubChem)
OX1R antag-1 – human HCRTR1 antagonism; O43613; CHO/OX1R cells, Fluo-8 calcium fluorescence, orexin A; inhibition, % at 5 µM; actives 0.43% (n = 330,000); AID 434989;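 active = inhibition above its plate's threshold, mean inhibition of all tested compounds on the plate plus 3 SD, cut at about 37% in these data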;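 also: 0% = orexin A challenge wells and 100% = SB-334867-A antagonist wells; not every result past the cut was called active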
CHT allo act – allosterically activates the human high affinity choline transporter; CHT-expressing cells, membrane potential dye, choline EC20; stronger effect = higher value; LV-AA mutant CHT in HEK293 cells; Q9GZV3; B-score at 10 µM; actives 0.49% (n = 310,000);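 active = initial fluorescence not abnormally high and integrated response B-score, plate-corrected, over 3 SD above library mean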
Target sequence (Q9GZV3 whole entry, looked up): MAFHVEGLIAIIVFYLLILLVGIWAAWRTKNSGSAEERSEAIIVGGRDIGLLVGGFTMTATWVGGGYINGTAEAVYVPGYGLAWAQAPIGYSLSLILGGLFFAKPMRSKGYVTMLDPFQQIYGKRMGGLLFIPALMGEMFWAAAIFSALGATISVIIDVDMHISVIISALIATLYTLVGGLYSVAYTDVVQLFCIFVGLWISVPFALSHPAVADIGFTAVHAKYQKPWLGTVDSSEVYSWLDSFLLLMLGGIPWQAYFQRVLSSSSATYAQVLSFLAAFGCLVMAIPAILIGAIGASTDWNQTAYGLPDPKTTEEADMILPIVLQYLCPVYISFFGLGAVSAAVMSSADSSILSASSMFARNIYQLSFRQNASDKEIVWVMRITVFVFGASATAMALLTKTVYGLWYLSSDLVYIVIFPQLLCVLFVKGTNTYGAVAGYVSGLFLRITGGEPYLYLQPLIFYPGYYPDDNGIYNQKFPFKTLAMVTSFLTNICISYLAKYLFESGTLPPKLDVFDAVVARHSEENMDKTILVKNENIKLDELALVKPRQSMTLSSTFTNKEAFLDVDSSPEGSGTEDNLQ
OX1R antag-2 – OX1R (human) antagonism; O43613; OX1R-expressing cells, FRET antagonist read-out; inhibition, % at 6.6 µM; actives 1.8% (n = 330,000); AID 485270; in the data active = inhibition mostly above about 38%, no sharp cut-off; inactive = mostly below about 40%;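 also: 0% = agonist challenge alone and 100% = reference antagonist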
* hit, by the source's call; i = inactive; · = not tested or not shown.

SMILES	OX1R antag-1	CHT allo act	OX1R antag-2
CNCCC(Oc1ccc(C(F)(F)F)cc1)c1ccccc1 (centres undefined)	-5	i	4
CCN1C(=O)C2(C(C#N)=C(N)Oc3cc(C)oc(=O)c32)c2ccccc21 (centres undefined)	-7	i	9
CCn1c(CC(=O)Nc2ccccc2)n[nH]c1=S	9	i	20
COc1ccc(Cl)cc1NC(=O)COC(=O)C(CC(C)C)N1C(=O)C2CC=CCC2C1=O (centres undefined)	-17	i	29
CCOCCCNC(=O)CCCn1nc(C)n2c(cc3sccc32)c1=O	-14	i	-3
CC1Cc2nc(SCC(=O)N3CCCC3)n(C)c(=O)c2S1 (centres undefined)	-9	i	4
O=C(Nc1ccc(C(=O)N2CCC(O)(c3ccc(Cl)c(C(F)(F)F)c3)CC2)cc1)c1ccc(Br)o1	-21	i	11
CCCCN(C)CCOc1ccccc1OCC	-19	i	10
C=Cn1ccnc1P(=S)(c1ccc2c(c1)c1ccccc1n2CC)c1nccn1C=C	-33	i	8
CNC(=O)CSc1nnc(-c2cccnc2)n1CCc1ccccc1	8	i	1
CCOc1cc(N2CCOCC2)c(OCC)cc1NC(=O)CSc1ccccc1C(=O)O	-30	·	0
CC1CCN(S(=O)(=O)c2cccc(C(N)=O)c2)CC1	-17	i	24
C/C(=N/NC(=O)CN1CCN(Cc2ccccc2Cl)CC1)c1ccncc1	-14	i	24
O=C(Cc1ccc(-c2ccccc2)cc1)Nc1ccccc1	-4	i	6
N#CCC(=O)Nc1ccc(C(=O)OCC(=O)c2ccc3c(c2)NC(=O)CO3)cc1	-2	·	-4
CC1CCN(C(=O)Cn2nnnc2CN2CCOCC2)CC1	0	i	17
O=C(CCN1C(=O)S/C(=C/c2ccccc2)C1=O)Nc1ccc(O)c(C(=O)O)c1	3	i	10
Cc1csc(Nc2ccc(Cl)cc2)n1	-14	i	17
O=[N+]([O-])c1cc([N+](=O)[O-])c(N2CCCCCC2)cc1NCCO	-15	i	11
Cc1cc(C)nc(N(C#N)CN2C(=O)c3ccccc3S2(=O)=O)n1	-2	i	18
Cc1ccc(Cn2c(O)c(N=NC(=S)Nc3ccccc3F)c3ccccc32)cc1	-30	i	2
CCN(CC)c1nc(N2CCOCC2)nc2ccccc12	-21	i	6
Cc1cccc(-c2nc3ccccc3c(=O)n2N)c1	-15	i	-3
O=C(NCC1CCN(c2ccc(S(=O)(=O)N3CCOCC3)cc2)CC1)Nc1ccccc1	-13	i	14
O=C(Nc1cccc(F)c1)[C@@H]1CCCN1	8	i	6
Cc1ccc(S(=O)(=O)NN2C(=O)c3ccccc3NC2C)cc1 (centres undefined)	-6	i	9
Nc1nc(CSc2nc3ccccc3s2)nc(Nc2ccccc2)n1	60*	i	92*
Cc1ccc(Cn2ccsc2=NC(=O)CCl)cc1	-20	i	18
O=C(Nc1ccc2ccccc2n1)c1ccccc1	-9	i	2
O=c1c2c(nc3nc(NCc4ccccc4Cl)[nH]n13)CCC2	-17	i	8
O=C(Nc1ccccn1)c1c(O)c2cccc3c2n(c1=O)CCC3	-21	i	11
CN1CCN(CC(=O)c2cc(C(C)(C)C)c(O)c(C(C)(C)C)c2)CC1	-23	i	11
COC(CC(=O)NNC(=S)Nc1ccccc1)OC	-6	i	8
CCc1noc(C)c1C(=O)NCCc1ccc(S(N)(=O)=O)cc1	-11	i	14
COC(=O)c1ccc(CSc2ccccc2C)o1	-1	i	18
CC1CC(C(=O)Nc2ccccc2)C(=O)O1 (centres undefined)	-2	i	11
CC(C)(O)[C@@H]1Cc2c(ccc3ccc(=O)oc23)O1	0	i	9
CNCC(O)COc1ccccc1 (centres undefined)	-16	i	16
CC(CCN1CCC(n2nccc2NC(=O)c2ccccc2Cl)CC1)c1ccccc1 (centres undefined)	-24	i	10
COc1ccc(N2CCN(C(=O)C3Cc4ccccc4CN3C(=O)c3ccccc3)CC2)cc1 (centres undefined)	-29	i	26
Cc1ccc2cc(C#N)c(N3CCN(C(=O)c4cccs4)CC3)nc2c1	-22	i	13
CN(C(=O)COC(=O)c1ccc2[nH]c3c(c2c1)CCCC3)C1CCS(=O)(=O)C1 (centres undefined)	-22	i	6
Cc1ccc(F)c(C2=CC(=O)C[C@H](c3ccc(F)cc3)C2)c1	-14	·	5
CO/N=C/NC(=O)C1=NOC(CNc2ncc(C(F)(F)F)cc2Cl)C1 (centres undefined)	-9	i	9
O=C(COC(=O)C1=NN(c2ccccc2)C(=O)CC1)Nc1ccc([N+](=O)[O-])cc1C(F)(F)F	-5	·	19
CCOc1cc(C(=O)N2CCCN(C)CC2)cc(OCC)c1OCC	-12	i	18
Cc1c(NC(=O)C(C)OC(=O)CCC2CCCC2)c(=O)n(-c2ccccc2)n1C (centres undefined)	-15	i	10
COc1ccccc1CC(NC(C)=O)C(=O)NC1CCN(C(=O)Nc2ccc(F)cc2)CC1 (centres undefined)	6	i	5
COc1ccc(C(=O)O)cc1S(=O)(=O)Nc1ccc2cn[nH]c2c1	-12	·	11
COc1ccccc1C(=O)NC(=O)COC(=O)c1nc(Cl)ccc1Cl	2	i	7
COc1ccc(-c2ccc(CCC(=O)O)n2C(C)C)cc1	2	i	1
COc1ccccc1OCCC(=O)OCC(=O)Nc1cccc(Br)c1	-27	i	6
CC12CCC3C(CCC4N(CCO)CCC34C)C1CCC2O (centres undefined)	-9	i	-6
O=C(Nn1cnc2ccccc2c1=O)c1ccc(Cl)c([N+](=O)[O-])c1	-19	i	-1
CNc1nc(Oc2ccc(=O)n(C)n2)nc(N2CCOCC2)n1	5	i	11
Cc1cc(=O)n2c3ccccc3n(CC(O)CN3CCCC3)c2c1C#N (centres undefined)	-34	6.9*	-3
CCCN(CCC)Cc1c(C(=O)N/N=C/c2ccc(Br)cc2)nnn1-c1nonc1N	-44	i	22
COc1ccc(OC2OC3COC(c4ccco4)OC3C(O)C2NC(C)=O)cc1 (centres undefined)	-7	i	10
CCOC(=O)c1[nH]c2ccc(F)cc2c1NC(=O)CN1CCc2cc(OC)c(OC)cc2C1	-10	i	6
Cc1cc(C)c(NC(=O)CS(=O)CC(=O)N2CCN(c3ccccc3)CC2)c(C)c1 (centres undefined)	-24	i	9

Reprinted from the part before: 7 compounds; new compounds follow.
SMILES	OX1R antag-1	CHT allo act	OX1R antag-2
O=C(Nn1cnc2ccccc2c1=O)c1ccc(Cl)c([N+](=O)[O-])c1	-19	i	-1
CNc1nc(Oc2ccc(=O)n(C)n2)nc(N2CCOCC2)n1	5	i	11
Cc1cc(=O)n2c3ccccc3n(CC(O)CN3CCCC3)c2c1C#N (centres undefined)	-34	6.9*	-3
CCCN(CCC)Cc1c(C(=O)N/N=C/c2ccc(Br)cc2)nnn1-c1nonc1N	-44	i	22
COc1ccc(OC2OC3COC(c4ccco4)OC3C(O)C2NC(C)=O)cc1 (centres undefined)	-7	i	10
CCOC(=O)c1[nH]c2ccc(F)cc2c1NC(=O)CN1CCc2cc(OC)c(OC)cc2C1	-10	i	6
Cc1cc(C)c(NC(=O)CS(=O)CC(=O)N2CCN(c3ccccc3)CC2)c(C)c1 (centres undefined)	-24	i	9
O=C(Nc1ccccc1)N1CCCN(c2nccc(C(F)(F)F)n2)CC1	-7	i	14
CN(CC(=O)Nc1ccc(F)c(F)c1F)C(=O)CC1CCCCC1	-13	·	6
CCc1ccccc1NC(=O)COC(=O)C1CC(=O)N(c2ccc(F)cc2)C1 (centres undefined)	-10	i	4
O=C(NCc1ccco1)c1cc(C(=O)C2CCCCC2)c[nH]1	-9	i	11
COc1cc(Br)c(CNc2cc(C)ccc2C)cc1OC	-27	i	17
Cc1ccc(CNC(=O)c2cccc3c2C(=O)c2ccc(N4CCCCC4)cc2S3(=O)=O)cc1	27	·	3
CC(C)CC(c1nnnn1Cc1ccccc1)N1CCC(C(N)=O)CC1 (centres undefined)	-23	i	11
O=C(Nc1ccc(F)cc1)c1c(Cl)nc2ccccn12	-13	i	15
N#CCCN1CCN(Cc2ccccc2)CCC1=O	-17	i	33
COc1cccc(N2CCN(c3ccc4nnc(CCC(=O)N5CCN(C)CC5)n4n3)CC2)c1	2	i	-1
Cc1nc2ccccn2c1C(=O)NC1CCCC1	-14	i	5
O=C(Cc1ccccc1)NN1C(=O)c2ccccc2C1=O	-2	i	26
COc1ccc(/C=C2\SC(=S)N(CCC(=O)Nc3ccc(O)cc3)C2=O)cc1	-21	i	6
CCOC(=O)C1=C(c2ccccc2)N2CCS(=O)(=O)N=C2S1	-22	i	2
Cc1ccc(NC(=O)CSc2ccccn2)cc1S(=O)(=O)N1CCOCC1	-16	i	9
O=C(c1ccc2nccnc2c1)N1CCCC(Nc2ccc(F)c(F)c2)C1 (centres undefined)	-24	i	32
CCC1CCc2sc(C(=O)N(C)CC(=O)Nc3ccc(N4CCOCC4)cc3)cc2C1 (centres undefined)	-21	i	14
Cn1cccc1C(=O)OCC(=O)c1ccc(Br)s1	-16	·	6
Cc1nc2ccc(NC(=O)c3ccccc3)cc2s1	-29	i	16
COc1ccccc1N1CCN(S(=O)(=O)CC23CCC(CC2=O)C3(C)C)CC1 (centres undefined)	1	i	6
Cc1ccc(CN2CC(C(=O)N3CC(C)CC(C)C3)CC2=O)cc1 (centres undefined)	-9	i	11
O=C(CSc1nnc(C2CC2)n1CC1CCCO1)Nc1ccccc1Cl (centres undefined)	-9	i	8
Cc1nn(-c2ccc(C(=O)OC(C)C)cc2)c(C)c1[N+](=O)[O-]	-16	i	7
Cc1n[nH]c(C)c1Cc1ccc(C(=O)O)cc1	-9	i	24
Cc1ccc(-n2c(C)cc(C(=O)CN3CCOCC3)c2C)cc1	-12	i	23
CCOC(=O)C1CCN(C(=O)c2ccccc2CCc2ccccc2)CC1	-28	i	11
O=C(CCC(=O)Nc1ccccc1)NNS(=O)(=O)c1ccccc1[N+](=O)[O-]	7	i	28
Cc1ccc(NC(=O)CSc2nc(O)cc(=O)n2C)cc1	-22	i	3
CCOc1ccc(OCc2ccc(C(=O)N3CCCC(C)C3)cc2)cc1 (centres undefined)	-30	i	11
Cn1cnnc1SCC(=O)OCN1C(=O)c2ccccc2C1=O	-5	i	30
Cc1cc(/C=C2/NC(=O)NC2=O)c(C)n1-c1ccc(N2CCOCC2)cc1	-5	i	26

Complete entries, quoted from the list. Screens in order: OX1R antag-1, CHT allo act, OX1R antag-2
`CCOC(=O)C1CCN(C(=O)c2ccccc2CCc2ccccc2)CC1` across the screens: -28, i, 11
`Cc1ccc(CN2CC(C(=O)N3CC(C)CC(C)C3)CC2=O)cc1` (centres undefined) across the screens: -9, i, 11
`Cc1n[nH]c(C)c1Cc1ccc(C(=O)O)cc1` across the screens: -9, i, 24
`O=C(CCC(=O)Nc1ccccc1)NNS(=O)(=O)c1ccccc1[N+](=O)[O-]` across the screens: 7, i, 28

Rows are unselected. About 2.5% of those tested had a hit in this group.
